# FBW7 activator: FBW7 E3 ligase activators, primary screen, biochemical, AlphaScreen, human; AlphaScreen FBW7–phospho-cyclin E peptide binding, activator screen; normalized activity (activation), % at 26.1 µM; 650,000 tested, 0.13% active; in the data active = normalized activity above about 1.9%;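 note: purified mutant Fbw7 with reduced substrate affinity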
# GPR151 activ: activators of human GPR151, primary screen, cell-based, PathHunter beta-arrestin, luminescence; G-protein coupled receptor 151 (Homo sapiens), Q8TDV0; PathHunter beta-arrestin GPR151 cells; activation, % at 11.2 µM; 650,000 tested, 1% active; in the data active = activation above about 4.9%;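 note: 0% = median of compound wells and 100% = cells with positive control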
# Target sequence (Q8TDV0 whole entry, looked up): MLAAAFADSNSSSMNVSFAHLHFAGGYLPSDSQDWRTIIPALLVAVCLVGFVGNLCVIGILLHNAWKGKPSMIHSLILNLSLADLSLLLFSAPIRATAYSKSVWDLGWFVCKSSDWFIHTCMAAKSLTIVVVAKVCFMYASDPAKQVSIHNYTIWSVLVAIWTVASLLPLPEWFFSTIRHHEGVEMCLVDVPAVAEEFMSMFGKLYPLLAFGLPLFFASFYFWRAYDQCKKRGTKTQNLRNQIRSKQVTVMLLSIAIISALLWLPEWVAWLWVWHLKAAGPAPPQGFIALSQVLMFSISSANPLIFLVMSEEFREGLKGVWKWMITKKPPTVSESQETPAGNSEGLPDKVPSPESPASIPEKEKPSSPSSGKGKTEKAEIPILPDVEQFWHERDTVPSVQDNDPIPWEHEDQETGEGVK
# TEAD-YAP inh: TEAD-YAP interaction inhibition, primary screen, TEAD-YAP interaction inhibitor project, luminescence, HEK-TIYL cells. TEAD-Gal4/YAP UAS-luciferase luminescence. inhibition, % at 9.12 µM. 640,000 tested, 1.4% active; in the data active = inhibition above about 32%;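 note: 0% = median of test compound wells and 100% = reference inhibitor wells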
# MITF primary: MITF inhibitors, primary screen, biochemical, AlphaScreen, human. Microphthalmia-associated transcription factor (Homo sapiens), O75030. inhibition, % at 2.6 µM. 650,000 tested, 0.91% active. AlphaScreen MITF homodimerization, bead proximity signal; in the data active = inhibition above about 50%;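 note: 0% = vehicle wells with protein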
# Target sequence (O75030 whole entry, looked up): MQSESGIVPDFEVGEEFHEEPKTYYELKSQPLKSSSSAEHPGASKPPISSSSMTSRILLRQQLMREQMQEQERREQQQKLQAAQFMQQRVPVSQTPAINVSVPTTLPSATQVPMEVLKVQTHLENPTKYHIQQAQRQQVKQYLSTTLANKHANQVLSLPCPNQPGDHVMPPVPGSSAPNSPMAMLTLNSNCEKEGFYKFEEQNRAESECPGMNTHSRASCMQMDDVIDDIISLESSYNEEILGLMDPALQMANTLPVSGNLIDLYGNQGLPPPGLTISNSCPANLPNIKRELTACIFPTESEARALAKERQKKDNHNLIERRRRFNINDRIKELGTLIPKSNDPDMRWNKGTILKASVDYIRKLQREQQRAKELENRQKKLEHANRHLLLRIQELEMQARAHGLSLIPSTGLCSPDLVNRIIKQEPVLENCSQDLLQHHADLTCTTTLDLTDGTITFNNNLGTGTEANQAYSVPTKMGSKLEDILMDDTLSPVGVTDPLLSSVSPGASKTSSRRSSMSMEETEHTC
# * hit, by the source's call.
SMILES,FBW7 activator,GPR151 activ,TEAD-YAP inh,MITF primary
CNC(=O)CN(Cc1ccccc1)S(=O)(=O)c1ccc(Br)cc1,-0.1,0.4,-4,-7
CCC1=NC(c2ccc(OC)cc2)N(O)C1(C)C (stereo unspecified),-0.1,0.7,-13,-44
COc1ccc(Br)cc1C(=O)N/C(=C\c1cccc([N+](=O)[O-])c1)C(=O)Nc1ccc(Cl)cc1Cl,0.2,-0.2,3,10
COc1cncc(-c2cnc(N3CCN(CCO)CC3)c3nccn23)c1,-0.6,0.3,-1,-5
Cc1cc(C)n2ncc(C(=O)Nc3cccc4ccccc34)c2n1,-0.1,-0.6,3,6
Cc1ccccc1OCC(=O)Nc1nc2ccccc2n1CCN1CCOCC1,0.0,-1.1,-5,1
COc1ccc(CCNC(=O)CN2C(=O)C(C)Oc3ccccc32)cc1OC (stereo unspecified),0.0,-0.4,-7,-4
O=C(Cc1ccc(Br)cc1)NC1=NCCS1,-0.1,2.4,-19,5
CCCCC(=O)NC(c1ccc(C)cc1)c1ccc2cccnc2c1O (stereo unspecified),-0.4,-0.1,85*,14
COc1ccc(-n2nc(C(=O)NCC(=O)Nc3cccc(C)n3)c3ccccc3c2=O)c(OC)c1,0.0,-0.6,-7,-5
CCN(CC)CCN1CCN(c2ccnc3c(-c4ccco4)cnn23)CC1,-1.7,1.5,-15,55*
CCC(C)Cn1c(S(=O)(=O)O)nc2ccccc21 (stereo unspecified),0.0,3.6,3,-2
O=C(Nc1ccc2oc(-c3cccc4c(Br)cccc34)nc2c1)c1cc(I)ccc1Cl,0.4,-0.6,1,-2
CCCOc1ccc(C(=O)Nc2ccc(-c3nc4cc(C)ccc4o3)cc2)cc1,0.0,0.0,-13,9
COc1ccc(Cc2nnc(C(=O)NCCC3=CCCCC3)o2)cc1OC,0.3,0.0,6,9
CN1CC[C@H](Oc2cc(-c3cn[nH]c3)ccc2NC(=O)C2COc3ccccc3O2)C1 (stereo partly specified),0.2,3.1,2,10
CC1CCc2c(sc3nc(SCC(=O)NCc4ccco4)[nH]c(=O)c23)C1 (stereo unspecified),0.2,-0.2,-6,8
Cc1ccccc1Cc1c(C)nc2c(C(=O)NCCc3ccccc3)cnn2c1C,0.2,-0.5,-5,22
C/C(CC(=O)Nc1cccc(F)c1)=N\NC(=O)c1ccc(O)cc1O,0.2,-1.9,28,10
COCCCNC(=O)c1cc(C)nc2ccccc12,-0.1,1.7,-6,4
O=C(CSc1nc2ccc(NC(=O)c3ccc(Br)cc3)cc2s1)c1ccc(Br)cc1,0.1,1.1,3,6
COc1ccc(Cl)cc1-n1c(=S)sc2c(=O)[nH]c(SCC(=O)c3ccccc3)nc21,0.1,-1.4,-3,8
Cc1ccc2nc(N3CCN(C(=O)C4CCCN4S(=O)(=O)c4ccc(F)cc4)CC3)sc2c1 (stereo unspecified),0.1,2.2,8,9
Cc1ccc(N(C(C)C(=O)Nc2cccc([N+](=O)[O-])c2)S(C)(=O)=O)cc1C (stereo unspecified),-0.2,-1.0,-3,7
O=C(COc1ccccc1F)NNC(=O)c1ccc(N2CCCCC2)c([N+](=O)[O-])c1,0.1,-1.7,-2,21

# Profiles as entered above. Values in the order: FBW7 activator | GPR151 activ | TEAD-YAP inh | MITF primary
# `CCN(CC)CCN1CCN(c2ccnc3c(-c4ccco4)cnn23)CC1` is entered as -1.7 | 1.5 | -15 | 55*
# `CCC1=NC(c2ccc(OC)cc2)N(O)C1(C)C` (stereo unspecified) is entered as -0.1 | 0.7 | -13 | -44
# `COc1ccc(Br)cc1C(=O)N/C(=C\c1cccc([N+](=O)[O-])c1)C(=O)Nc1ccc(Cl)cc1Cl` is entered as 0.2 | -0.2 | 3 | 10
# `CCC(C)Cn1c(S(=O)(=O)O)nc2ccccc21` (stereo unspecified) is entered as 0.0 | 3.6 | 3 | -2
# `CCCCC(=O)NC(c1ccc(C)cc1)c1ccc2cccnc2c1O` (stereo unspecified) is entered as -0.4 | -0.1 | 85* | 14

# Other compounds:
SMILES,FBW7 activator,GPR151 activ,TEAD-YAP inh,MITF primary
CCOC(=O)C1=C(OCc2cc(F)cc(F)c2)C2C=C(C)C=CC2N=C1 (stereo unspecified),0.5,3.2,-5,-5
CC(NC(=O)c1nn2c(C(F)(F)F)cc(-c3ccc(Br)o3)nc2c1Br)c1ccccc1 (stereo unspecified),-0.1,3.0,1,5
Cc1ccc(N2Cc3ccncc3C2=O)c(Cl)c1,0.0,2.2,14,-10
O=C(O)c1cnc2c(ccc3[nH]snc32)c1=O,-0.3,-4.9,-5,28
CCc1ccc(NC(=O)C(=O)NCCCN2CCOCC2)cc1,0.1,0.3,9,13
COc1cccc(OC)c1OCC(O)CN1CCN(c2ccc(F)cc2)CC1 (stereo unspecified),0.6,0.1,-3,2
COc1ccc(-c2ncc(CN3CCC(CO)(Cc4cccc(OC)c4)CC3)cn2)cc1,0.6,-0.5,2,4
OC(COc1ccccc1CNCc1cccnc1)CN1CCc2ccccc2C1 (stereo unspecified),0.1,0.2,-4,-7
O=C(CSc1nc2ccccc2c(=O)n1Cc1ccc2c(c1)OCO2)Nc1ccccc1C(F)(F)F,0.4,-1.2,12,5
Cn1c(=O)c(S(=O)(=O)O)c2c3c(c(Br)ccc31)C(=O)c1ccccc1-2,-0.6,1.0,5,-3
CCOC(=O)c1[nH]c(C)c(C(=O)Nc2ccc(C)c(C)c2)c1C,-0.2,5.0*,4,-6
O=C(CSc1cccc[n+]1[O-])NC1CCCc2ccccc21 (stereo unspecified),0.1,1.1,-2,-10
Cc1cccc(NC(=O)Cn2cnc3c(cnn3C(C)(C)C)c2=O)c1C,0.2,-0.1,23,-4
Cc1oc2cc(O)cc(O)c2c(=O)c1-c1ccc2c(c1)OCCCO2,-0.1,0.4,43*,7
COc1ccc(CCN2C(=O)CN(C3CCCCCC3)C(=O)C2c2ccc(F)cc2Cl)cc1OC (stereo unspecified),0.3,0.0,-8,0
CCOC(=O)NC(O)C(=O)c1ccc(Br)cc1 (stereo unspecified),-0.1,-0.2,1,-11
COc1ccccc1/C=C1/C=C(c2ccc(C)cc2C)OC1=O,-0.1,4.2,-31,6
O=c1oc2ccccc2cc1-c1csc(Nc2cccc(O)c2)n1,0.6,-0.1,-41,-4
CCCC(c1nnnn1C1CCCC1)N1CCN(Cc2ccccc2)CC1 (stereo unspecified),0.1,0.9,-10,7
Cc1nn(C)c(C)c1-c1nc(C(=O)NCCN2CCOCC2)cs1,0.0,-1.5,9,16
CCOc1cc(/C=C2\SC(=S)N(C)C2=O)cc([N+](=O)[O-])c1O,-0.2,-0.4,0,4
CC(=O)c1cccc(NC(=O)C2CCCN(c3ccc(-c4ccccc4)nn3)C2)c1 (stereo unspecified),0.1,-0.7,-22,10
CC(C)(C)C1CCC(C(=O)OCC(=O)Nc2cccc(C#N)c2)CC1 (stereo unspecified),0.1,0.9,22,3
Cn1c(-c2ccc3c(c2)OCO3)cnc1NCc1cccc(F)c1,0.1,-0.4,-30,54*
COc1cccc(-c2cc(C(=O)N3CCN(c4ccccc4OC)CC3)[nH]n2)c1,0.1,1.3,-3,-5

# Reprinted at random: 5 compounds from above, in no set order.
SMILES,FBW7 activator,GPR151 activ,TEAD-YAP inh,MITF primary
O=c1oc2ccccc2cc1-c1csc(Nc2cccc(O)c2)n1,0.6,-0.1,-41,-4
Cn1c(=O)c(S(=O)(=O)O)c2c3c(c(Br)ccc31)C(=O)c1ccccc1-2,-0.6,1.0,5,-3
O=C(O)c1cnc2c(ccc3[nH]snc32)c1=O,-0.3,-4.9,-5,28
COc1ccccc1/C=C1/C=C(c2ccc(C)cc2C)OC1=O,-0.1,4.2,-31,6
CCCC(c1nnnn1C1CCCC1)N1CCN(Cc2ccccc2)CC1 (stereo unspecified),0.1,0.9,-10,7

# (listing goes on)
SMILES,FBW7 activator,GPR151 activ,TEAD-YAP inh,MITF primary
Cc1ccc(Nc2nc(C)cc(C)c2C(N)=O)cc1,0.2,0.4,0,7
Cc1ccccc1NC(=O)/C(C#N)=C\c1ccc(O)c(Br)c1,0.4,-0.8,-1,20
O=C(O)C1CCC(CN(Cc2ccc(F)cc2)S(=O)(=O)c2ccc([N+](=O)[O-])cc2)CC1 (stereo unspecified),-0.1,-0.9,-10,3
CCOC(=O)c1ccc(N2N=C(C(F)(F)F)/C(=C/c3cc(Br)c(O)c(OCC)c3)C2=O)cc1,0.4,0.1,0,9
Cc1cc2c(=O)n(CC(=O)NCC(=O)N3CCC4(CC3)OCCO4)cnc2s1,-0.1,1.7,17,-2
COc1ccc(CNc2ccnc3c(-c4ccc(OC)c(OC)c4)cnn23)cc1,-0.1,1.6,-8,-13
O=C1c2cc(N3CCCCC3)c([N+](=O)[O-])cc2C(=O)N1c1ccccc1,0.0,0.4,-11,-6
COc1ccc(N2C(=O)CC(NNC(=O)c3ccccc3O)C2=O)cc1 (stereo unspecified),-0.1,0.6,8,7
CCC(C)NC(=O)c1cnc(N2CCN(c3ccccc3OC)CC2)c2ccccc12 (stereo unspecified),0.4,-0.5,14,16
CCN(CCCNC(=O)Cn1ncc2c1-c1cc(C)ccc1OC2)Cc1ccccc1,-0.2,4.2,3,3
COc1cccc(-c2cnn3c(N4CCOCC4)ccnc23)c1,0.3,-4.0,2,-4
Cn1c(/C=C/C(=O)O)nc2ccccc21,0.2,0.1,9,4
CCOc1ccc(Nc2nc(-c3sc(C)nc3C)cs2)cc1,-0.1,-0.5,41*,6
O=C1NC(=S)N(c2ccccc2)C(=O)/C1=C/c1ccc(I)o1,0.1,1.4,11,60*
COc1ccccc1-c1cc(-c2ccccc2)nc(SCC(=O)c2ccc(C)cc2)c1C#N,0.0,0.7,2,6
CC(C)n1c(N2CCN(CC(=O)Nc3ccc4c(c3)OCO4)CC2)nc2ccccc21,0.0,-0.8,0,2
Cc1ccc(C)c(OCc2nc(SCC(=O)NC(=O)NC(C)(C)C)n[nH]2)c1,0.1,-1.7,0,9
CC(=O)c1cccc(-c2nc3ccc(C(=O)NCc4cccnc4)cc3s2)c1,0.0,0.2,-31,-3
CC(=O)N(Nc1ccccc1)c1ccccc1,-0.1,1.4,0,-1
O=C(c1ccccc1)c1cncc(Br)c1,0.1,1.2,-3,2
COc1ccc(OC)c(NC(=S)NNC(=O)CC23CC4CC(CC(C4)C2)C3)c1,0.0,1.8,8,16
CC[C@@H](Cn1nnc2ccccc2c1=O)NC(=O)Cn1cnc2ccccc21,0.1,0.1,3,9
O=C(NN=C1CCCCC1)c1ccc(Cl)cc1O,-0.1,-1.0,-28,-12
CCOc1ccccc1NC(=O)CN1C(=O)c2ccc([N+](=O)[O-])cc2C1=O,1.0,-1.1,-1,17
COc1ccccc1Oc1c(C)oc2cc(OCC(N)=O)ccc2c1=O,1.0,0.1,4,17

# More entries:
SMILES,FBW7 activator,GPR151 activ,TEAD-YAP inh,MITF primary
O=S(=O)(NCC1CCCN(C/C=C/c2ccccc2)C1)c1cccc2cccnc12 (stereo unspecified),-0.1,0.1,2,-20
O=C(NCC1COc2ccccc2O1)c1cccnc1SCc1cccc(Br)c1 (stereo unspecified),-0.1,1.9,2,-4
CNC(=O)CN(c1ccccc1C)S(=O)(=O)c1ccc(Cl)cc1,0.4,-0.7,-9,-2
CN1C(=O)/C(=C/c2cc([N+](=O)[O-])ccc2O)SC1=S,0.0,-1.6,-15,3
Cc1ccc(-n2c(/C=C/c3cn(Cc4ccccc4)c4ccccc34)nc3ccc(I)cc3c2=O)cc1,-0.1,0.2,3,5
CCN1CCCC1CNC(=O)c1cc2c(s1)CS(=O)(=O)C2 (stereo unspecified),-0.1,-0.2,-8,-12
Clc1ccccc1CNCCCn1ccnc1,0.5,1.4,5,7
CCN1C(=O)C(=O)N(Cc2cccc(Br)c2)C1=O,0.1,-0.9,1,-1
CCCCN1C(=O)C2C(C(=O)Nc3ccc(C)c(C)c3)C3C=CC2(O3)C1C(=O)NC1CCCC(C)C1C (stereo unspecified),-0.2,1.1,1,-13
COc1ccc(C(=O)N2CCN(c3ccccc3)CC2)cc1OC,0.1,-0.3,3,7
COCCN(C1CCN(CCc2ccccn2)CC1)S(=O)(=O)c1cccs1,-0.1,3.9,4,-17
COc1ccc(NC(=O)c2cc(-c3ccncc3)nc3ccccc23)cc1,-0.3,0.3,40*,-2
NC(=O)C1CCN(C2=NC(=O)/C(=C/c3cn[nH]c3-c3ccccc3)S2)CC1,0.1,0.6,1,-5
O=C(COC(=O)c1ccccc1O)Nc1c(F)cccc1F,-0.1,0.8,2,-4
Cc1cc(C)c(NC(=O)CS(=O)CC(=O)Nc2ccc3c(c2)CCC3)c(C)c1 (stereo unspecified),0.1,2.0,-2,-2
COc1ccccc1NC(=O)CSc1nnc(N)s1,0.0,0.8,-7,4
Cc1ccc(NC(=S)Nc2ccccc2)nc1,-0.1,0.4,-23,2
CC(=O)Nc1ccc(S(=O)(=O)N2CC(=O)Nc3ccccc32)cc1,0.1,-1.3,-1,7
CC(C)(C)NC(=O)c1ccccc1-c1ccccc1C(=O)NC(C)(C)C,-0.1,-1.1,5,20
CC(C)(C)NC(=O)CSc1nnnn1C(C)(C)C,-0.3,-0.4,-15,0
CN(C)C(=O)CN1CCN(Cc2c(C(=O)N3CCOCC3)nc3ccccn23)CC1,0.2,2.0,-9,10

# High-throughput results from PubChem.
